KCNH2 3.1 inh: inhibitors of human KCNH2 3.1 potassium channel isoform. U2OS KCNH2 3.1, thallium flux FluxOr; hits give low values. activity change, % (tested at about 1.8 µM). 340,000 tested, 0.95% active;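 active means maximum activity change below -70%; inconclusive means maximum activity change from -70% to -50%; inactive means maximum activity change above -50%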;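 further: thallium influx rate constant from kinetic fluorescence after stimulation buffer; on the % scale 0 is the no-effect control and ±100 the full control effect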
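Thallium flux via FluxOr fluorescence (Red40 quencher, 45 min loading) in U2OS cells virally expressing the KCNH2 3.1 isoform (1.77 x 10^8 /mL virus, overnight at 37 C). Rate constants from 2-min kinetic reads post-stimulation, normalised to positive and negative controls.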
Integrin act MD: activators of alpha7 integrin expression for muscular dystrophy | 350,000 tested, 0.064% active | Potency, µM (highest dose often 38.3 µM), without a hit: at the highest dose activation, most hits filed as activators | alpha7betagal myoblasts, beta-gal FDG fluorescence, 48 h;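 further: potency means the concentration at half of the fitted maximal effect; 100% = response of the positive control SU9516; nearly all actives have a fitted effect of over 60% in size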
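Alpha7betagal+/- myoblasts (passage 13) were plated 16-24 hr, then exposed to compounds (1:260 dilution of DMSO stock) for 48 hours at 37C. After MPER lysis, β-galactosidase reporter activity was read as FDG fluorescence (ex 480/em 540) after 30 minutes.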
MBNL1-CUG inh: MBNL1-poly(CUG) RNA binding inhibition. AID 2675. Q9NR56. 280,000 tested, 0.036% active. TR-FRET MBNL1-His/biotin-(CUG)12 binding, 665/545 ratio. Potency, µM (titrated, usually from 57.5 µM), for inactives: at the top dose activity change, negative = inhibition, most hits filed as inhibitors; active means well fitted inhibition curve with a large enough effect in the signal ratio, with a control signal flat, not every such curve was filed as active; inconclusive means small, poorly fitted or top-dose-only effect, or effect the other way, or a change in a side signal; inactive means no such curve, though single readings can be large or run the other way; the % refers to the signal ratio; further: potency means the concentration at half of the fitted maximal effect; on the % scale 0 is the no-effect control and ±100 the full control effect
Target sequence (Q9NR56 whole entry, looked up): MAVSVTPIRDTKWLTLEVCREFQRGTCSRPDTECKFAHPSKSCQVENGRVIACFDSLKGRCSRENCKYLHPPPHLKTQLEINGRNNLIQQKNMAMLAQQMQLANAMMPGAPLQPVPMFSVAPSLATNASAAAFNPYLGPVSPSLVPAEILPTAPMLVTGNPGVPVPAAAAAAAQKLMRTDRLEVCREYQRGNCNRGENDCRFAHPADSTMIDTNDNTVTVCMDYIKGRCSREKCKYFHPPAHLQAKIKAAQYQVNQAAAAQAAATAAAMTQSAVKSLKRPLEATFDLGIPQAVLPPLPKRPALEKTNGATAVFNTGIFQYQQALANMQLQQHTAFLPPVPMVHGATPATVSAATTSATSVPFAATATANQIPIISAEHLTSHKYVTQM
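His-tagged MBNL1 binding to biotinylated (CUG)12 RNA was measured by TR-FRET using terbium anti-His antibody (0.055 ng/ul final) and streptavidin-XL665 (5 nM final). Compounds were titrated 92 nM to 58 uM; 60 min at room temperature.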
TRPV1 agonist: activates the human vanilloid receptor TRPV1. activation, % at 8.33 µM. TRPV1-expressing cells, Fluo-8 calcium influx, agonist mode. 320,000 tested, 0.19% active; in the data active means activation above about 80%; inconclusive means between about 30% and that limit; further: 0% is about no effect
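Fluo-8 calcium influx in TRPV1-expressing cells, kinetic read (ex 480/em 520 nm). Compound added and read 3 min for agonist activity, followed by capsaicin at EC20 final and 2 min further read for enhancement.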
FBPA coupling cs: inhibits coupling enzyme system, counter-screen for aldolase hits; 290,000 tested, 0.67% active; coupling enzyme system counterscreen, AmpLite Red fluorescence; activity change, negative = inhibition, % at 58.2 µM, hits read low; AID 2472; in the data active means activity change below about -30%; further: on the % scale 0 is the no-effect control and ±100 the full control effect
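Compounds tested against the coupling enzymes alone at 57.5 uM final; readout was AmpLite Red fluorescence (525/598 nm) after 20 min at RT.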
ASM inhibitor: inhibitors of human secretory acid sphingomyelinase; P17405; placental ASM, HMU-PC fluorogenic substrate, 60 min; 340,000 tested, 0.006% active; Potency, µM (doses to about 57.5 µM), for inactives: at the top dose activity change, negative = inhibition, most hits filed as inhibitors; further: potency means the concentration at half of the fitted maximal effect
Target sequence (P17405 47-631 limits assumed): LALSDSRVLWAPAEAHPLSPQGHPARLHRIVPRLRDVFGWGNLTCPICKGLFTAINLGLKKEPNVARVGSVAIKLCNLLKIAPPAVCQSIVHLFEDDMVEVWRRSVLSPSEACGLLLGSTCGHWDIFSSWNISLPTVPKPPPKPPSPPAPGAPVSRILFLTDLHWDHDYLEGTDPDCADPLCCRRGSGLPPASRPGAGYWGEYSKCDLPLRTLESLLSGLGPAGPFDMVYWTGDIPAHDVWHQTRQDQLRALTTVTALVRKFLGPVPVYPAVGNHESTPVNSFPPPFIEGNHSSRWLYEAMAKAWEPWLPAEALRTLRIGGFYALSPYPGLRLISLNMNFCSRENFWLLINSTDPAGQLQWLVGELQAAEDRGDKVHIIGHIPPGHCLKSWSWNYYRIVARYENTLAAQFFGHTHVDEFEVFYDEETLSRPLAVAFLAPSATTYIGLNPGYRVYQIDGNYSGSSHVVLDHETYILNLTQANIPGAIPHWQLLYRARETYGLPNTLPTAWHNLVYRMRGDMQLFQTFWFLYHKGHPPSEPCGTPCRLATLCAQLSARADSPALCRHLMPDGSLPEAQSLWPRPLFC
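Steps: dispense placental human ASM, pin compound, wait 10 min at room temperature, add HMU-PC0 substrate at 9 uM final, incubate 60 min at 37 °C, add stop solution raising pH to 10, read fluorescence.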
CXXC DNA block: inhibitors of human MLL CXXC domain-DNA interaction; Q03164; MLL-CXXC / FITC-HOXA9 DNA fluorescence polarization; Potency, µM (highest dose often 115 µM), for the others: at the top dose activity change, negative = inhibition, most hits filed as inhibitors; 290,000 tested, 0.037% active; AID 2662; active means well fitted inhibition curve with a large enough effect in the polarisation, with a control signal flat, not every such curve was filed as active; inconclusive means small, poorly fitted or top-dose-only effect, or effect the other way, or a change in a side signal; inactive means no such curve, though single readings can be large or run the other way; the % refers to the polarisation; further: potency means the concentration at half of the fitted maximal effect
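Purified MLL-CXXC (added from a 7 uM solution) was preincubated 5 min at ambient with pinned compounds in 50 mM Tris-HCl pH 7.5, 50 mM NaCl, 1 mM DTT, 0.05% BSA. Fluorescein-labeled HOX-A9 DNA (50 nM solution) followed, 30 min, then polarization read.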
AT treatment: candidate therapy for ataxia-telangiectasia. […] A-T fibroblasts, KAP-1 phosphorylation AlphaLISA; neocarzinostatin DNA damage 30 min before lysis. Potency, µM (series often up to 57.5 µM), without a hit: at the highest dose activation, actives largely listed as activators. 320,000 tested, 0.19% active. AID 485349; further: potency means the concentration at half of the fitted maximal effect; % of control where 0% means no effect; nearly all actives have a fitted effect of over 45% in size
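ATM-like activity read as KAP-1 phosphorylation via AlphaLISA donor/acceptor antibody pairs after lysis and 6 hr at 25C. Cells were ATM-null patient fibroblasts ([…], hTERT), dosed 60 min, then exposed to the DSB inducer NCS for 30 min.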
hERG WT inh: inhibitors of human wildtype KCNH2 potassium channel; U2OS, BacMam KCNH2, thallium flux FluxOr; hits give low values; activity change, % at 1.84 µM; 340,000 tested, 0.37% active;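 active means maximum activity change below -70%; inconclusive means maximum activity change between -70% and -50%; inactive means maximum activity change above -50%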; further: on the % scale 0 is the no-effect control and ±100 the full control effect
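U2OS cells were transduced with wild-type KCNH2 virus (2.03 x 10^8 / mL) for 4 h at room temperature, then cultured overnight at 37 C. Thallium flux was read with FluxOr dye. Rate constants were normalized to DMSO controls.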
GALK inhibitor: inhibitors of human galactokinase. P51570. Purified GALK, Kinase-Glo residual ATP luminescence. Potency, µM (top dose mostly 57.5 µM), inactives show at the highest dose activity change, negative = inhibition, actives largely listed as inhibitors. 270,000 tested, 0.007% active; further: potency means the concentration at half of the fitted maximal effect; on the % scale 0 is the no-effect control and ±100 the full control effect
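Luminescence from leftover ATP (Ultra-Glo luciferase/luciferin) served as read-out after a 1 h room-temperature reaction of 5 nM GALK with 35 uM ATP and 100 uM galactose.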
* marks the source's active call; other numbers are inactive results; u = inconclusive; x = no result given; [ ] = another dose, or the depositor's remark. Unless noted, the call rests on the fitted dose curve; in most records, active means well fitted curve in the direction sought with a large enough effect; inconclusive means small, poorly fitted or top-dose-only effect, or another doubt; inactive means no such curve, though single readings can be large; an effect the other way counts as inactive or inconclusive. This is a random part of the collection. Share with any hit: about 2%.

Fields – KCNH2 3.1 inh	Integrin act MD	MBNL1-CUG inh	TRPV1 agonist	FBPA coupling cs	ASM inhibitor	CXXC DNA block	AT treatment	hERG WT inh	GALK inhibitor
- CCN(CC)CC(O)CN1c2ccccc2Sc2ccccc21 (stereo not given)
→ 3.9	-12.3%	4.3%	2.3	-0.1	-2.4%	7.4%	-3.3%	-3.7	-0.6%
- Cn1c(N)c(C(=O)COC(=O)C23CC4CC(CC(C4)C2)C3)c(=O)n(C)c1=O
→ 8.2	-11.3%	4.9%	24.4	0.5	-5.1%	-9.3%	0.1%	-0.3	-0.5%
- O=C(O)COc1ccc(/C=N/n2cnc3scc(-c4cccs4)c3c2=O)cc1
→ 9.3	0.0%	x	15.0	11.5	6.8%	1.2%	2.4%	-6.0	-0.8%
- CCOc1ccc(Br)cc1S(=O)(=O)Nc1ccccc1N1CCOCC1
→ -4.7	-13.6%	1.9%	0.5	-16.3	-5.6%	13.7%	5.8%	-5.4	7.2%
- C=CCC1(CC=C)CCCN1C(=O)C1CCC(=O)N(CCc2ccc(Cl)cc2)C1 (stereo not given)
→ -4.2	-48.6%[inhibitor]	-2.9%	24.4	x	5.5%	7.2%	6.6%	-12.6	-1.2%
- CCOc1ccc(/C=C/C(=O)c2ccccc2)cc1OC
→ 12.0	-36.4%	-0.1%	4.8	5.7	x	0.0%	11.7%	17.3	0.3%
- O=C(NCCc1ccccc1)C1CCN(S(=O)(=O)c2ccc(-c3nn[nH]n3)cc2)CC1
→ -1.3	-8.2%	4.8%	-1.4	9.5	7.0%	20.1%	-1.8%	-6.6	-0.5%
- C(=C\CSc1ncn[nH]1)/CSc1ncn[nH]1
→ 2.5	-13.0%	0.8%	0.0	0.1	3.1%	5.8%	1.5%	-7.7	-3.0%
- O=C(CNC(=O)c1ccccc1F)NCc1ccncc1
→ 2.6	-5.9%	x	x	x	-2.1%	x	5.4%	12.9	x
- COc1cc(CCC(=O)OCC(=O)Nc2ccc(F)cc2F)cc(OC)c1OC
→ 3.2	-8.1%	-5.6%	0.4	-0.2	1.4%	22.1%	16.2%	1.4	-0.4%
- COc1ccccc1CN(C)C(=O)c1ccc(COc2ccccc2)cc1
→ -10.5	17.6%	-0.4%	9.9	0.6	-1.1%	-5.6%	11.0%	-5.1	0.1%
- CCCn1c(=O)[nH]c(=O)c2c1nc(-c1ccc(OC(F)F)c(OC)c1)n2CCOC
→ -15.9	19.3%	-3.6%	3.4	-13.1	21.2%	9.8%	-4.0%	5.5	0.3%
- CCC(CC)c1nc2ccccc2c(=O)[nH]1
→ -0.3	-27.1%	4.8%	-3.3	-0.4	4.6%	-4.3%	-2.8%	3.9	0.5%
- O=C(CSc1ccccc1[N+](=O)[O-])NC1CCS(=O)(=O)C1 (stereo not given)
→ 9.1	-1.0%	u	7.4	-2.7	-0.3%	8.1%	-4.8%	-1.8	-0.3%
- CC(C)(O)C#Cc1ccc(CN2CCN(Cc3ccsc3)C(CCO)C2)cc1 (stereo not given)
→ x	4.0%	10.4%	0.8	0.4	-1.1%	4.8%	9.9%	-1.3	0.9%
- Nc1nccnc1C(=O)OCC(=O)Nc1cccc(S(=O)(=O)N2CCCCC2)c1
→ -6.4	6.6%	28.8%	0.6	2.2	6.3%	-4.8%	5.1%	-5.9	0.7%
- Cc1nc2c(ccc3nc(NC(=O)C(c4ccccc4)c4ccccc4)sc32)s1
→ 10.2	-10.2%	0.9%	-7.1	-0.3	-5.5%	5.8%	1.2%	8.6	x
- Cc1cnc(C(=O)OCC(=O)NC(C)C)cn1
→ 6.9	16.7%	-9.8%	-0.5	0.1	2.9%	-2.4%	-13.7%	2.2	x
- CCCn1c2ccccc2c2nnc(SCC(=O)OC)nc21
→ 1.3	u	u	2.1	-1.0	1.3%	-1.3%	10.9%	2.0	0.0%
- C[n+]1cn(Cc2ccc(C#N)cc2)c2ccccc21
→ -0.6	7.9%	3.5%	-0.1	1.6	5.2%	36.6%[activator]	-7.4%	-10.2	-3.4%
- O=C(COc1ccc(Cl)cc1Cl)N1CCCCCC1
→ -21.8	-10.1%	4.3%	6.5	7.3	0.6%	2.4%	-2.7%	0.1	3.5%
- Cc1ccc(NC(=O)COC(=O)C(CC(C)C)N2C(=O)C3CC=CCC3C2=O)c(C)c1 (stereo not given)
→ 18.0	10.3%	12.2%	10.7	-0.6	3.5%	0.2%	1.7%	6.9	1.2%
- COc1cc(CN(C)c2ccc(S(=O)(=O)N3CCCC3)cn2)ccc1OC(F)F
→ -12.3	-15.8%	x	22.3	x	-2.8%	x	15.5%	42.8	x
- O=Nc1c(O)n(Cc2ccc(Cl)cc2Cl)c2ccccc12
→ 4.3	-24.6%	9.8%	-0.1	8.3	-22.9%	-5.2%	7.0%	-1.7	-1.9%
- CN(C)S(=O)(=O)c1cccc(C(=O)NC2CCSc3ccccc32)c1 (stereo not given)
→ 4.3	0.0%	19.8%	1.3	x	-3.2%	-4.3%	-18.5%	-17.5	-0.9%
- CC(Sc1nc(N)cc(N)n1)C(=O)NCCC1=CCCCC1 (stereo not given)
→ 1.3	u	x	6.8	x	-2.4%	x	-4.0%	-6.1	x
- O=C(COC(=O)C1(c2ccccc2F)CCCC1)NCc1cccs1
→ -17.0	-19.4%	0.5%	u	-1.3	-2.5%	-2.0%	12.8%	-0.8	8.4%
- COc1ccccc1NC(=O)C(=N\O)/C(C)=N/O
→ 6.8	-20.7%	-14.8%	1.2	0.5	7.8%	10.1%	5.1%	2.1	-1.3%
- CSc1ccccc1C(=O)NCc1cccnc1
→ 13.2	0.0%	-1.6%	1.7	0.4	5.5%	11.4%	-1.2%	-3.1	-1.0%
- Cc1noc(C)c1CSCC(=O)N1CCN(c2ccc([N+](=O)[O-])cc2)CC1
→ -72.7*	-63.5%[inhibitor]	u	6.7	-1.1	-12.6%	9.4%	2.5%	26.6	-0.7%
- Cc1cc(C)c(S(=O)(=O)c2ccc(F)cc2C)c(Cl)n1
→ -2.0	-7.5%	-2.2%	-0.7	-7.8	0.5%	-6.0%	-3.3%	-12.6	-1.2%
- COc1ccccc1N1CCN(S(=O)(=O)CCNC(=O)c2ccccc2Br)CC1
→ 2.2	-8.0%	-5.5%	6.1	-1.3	-2.2%	3.0%	-6.6%	4.6	-1.5%
- COc1ccccc1/C=N/NC(=O)c1nnn(-c2nonc2N)c1-c1ccccc1
→ -7.5	-11.9%	x	x	x	-1.3%	x	x	-2.7	x
- CCc1ccc2nc3sc(C(=O)N4CCc5ccccc54)c(N)c3cc2c1
→ x	x	9.1%	-1.5	1.1	x	-3.7%	-3.7%	x	x
- O=C(CSCC(=O)NC1CC1)Nc1ccccc1
→ 9.0	-6.6%	-2.2%	2.9	-7.3	5.7%	-4.3%	11.3%	2.0	2.9%
- O=C(Nc1nc(-c2ccccc2)cs1)c1ccc(=O)[nH]c1
→ -3.8	-35.6%	1.0%	u	-2.7	-3.3%	10.7%	-4.4%	-9.2	-1.7%
- CN1CCN(C(=O)CSc2nnc(COc3ccccc3)o2)CC1
→ 5.2	18.8%	-5.4%	-1.7	-0.2	-1.4%	-4.3%	-5.3%	-17.8	13.3%
- Cc1ccc(C(C)C)c(OC(=O)/C=C/c2ccccc2)c1
→ -90.6*	3.6%	-1.1%	x	1.2	-5.5%	-10.0%	-0.1%	-11.5	-2.1%
- COCCn1c(SCC(=O)c2c(N)n(C3CC3)c(=O)[nH]c2=O)nc2ccccc21
→ -11.3	1.3%	x	0.5	x	2.7%	x	1.4%	-4.6	x
- COc1ccc(OC)c(S(=O)(=O)NCC(=O)NC2CCCc3ccccc32)c1 (stereo not given)
→ 0.3	-7.0%	x	1.6	x	0.0%	x	1.3%	-9.8	x
- COc1ccc(CCNC(=S)NC(=O)c2ccc(Br)cc2)cc1OC
→ -8.6	-1.0%	6.2%	7.5	-0.3	-5.1%	-1.1%	1.6%	-0.8	4.9%
- Cc1ccc(SCC(=O)OCn2nnc3ccccc3c2=O)cc1C
→ 0.7	29.0%	-12.2%	20.5	0.2	-3.7%	7.5%	-11.2%	-2.6	5.0%
- CC(C)(C)NC(=S)NCC1CC1
→ 2.9	-11.2%	-5.7%	6.1	-1.2	1.5%	-11.3%	-11.4%	2.2	0.4%
- CN(CC(=O)Nc1ccc(Cl)c(C(F)(F)F)c1)C(=O)Cc1c[nH]c2ccccc12
→ -15.0	-14.7%	x	12.0	x	-19.4%	x	3.9%	0.9	x
- COc1ccc(CC(=O)N2CCN(c3ccccc3F)CC2)cc1OC
→ 2.8	-22.9%	-5.9%	u	3.3	3.9%	3.2%	-10.0%	-1.9	-0.3%
- Fc1ccc2[nH]c3c(NCc4ccccc4)ncnc3c2c1
→ -11.1	-18.6%	-14.5%	u	0.8	5.8%	-9.8%	43.3%	-12.8	-1.6%
